# Assay outcomes as filed in PubChem BioAssay.
# IDE inh = inhibitors of human insulin-degrading enzyme in cells | P14735 | HEK cells, FAbetaB cleavage, fluorescence polarization | inhibition, % at 5.59 µM | 320,000 compounds, 0.41% hits;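 active means percent inhibition above the average of all tested compounds plus 3 SD, set per screening campaign, cut at about 16% in these data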;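 further: IDE supplied by intact live HEK cells; FP after avidin binding of uncleaved biotin substrate so inhibition keeps polarization high; 0% = DMSO wells and 100% = 60 µM reference IDE inhibitor Ii1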
# VIM-2 inhibitor = inhibitors of Pseudomonas aeruginosa VIM-2 metallo-beta-lactamase; purified VIM-2, nitrocefin hydrolysis, epi-absorbance fluorescence; inhibition, % at 5.6 µM; 290,000 compounds, 0.89% hits;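 active means inhibition above the mean of all tested compounds plus 3 SD, cutoff set per screening run, cut at about 7.5% in these data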;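 further: red hydrolysis product quenches plate fluorescence so inhibitors raise well fluorescence; 0% = enzyme with DMSO and 100% = DMSO without enzyme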
# pCIP destab = p/CIP protein destabilization; Q05BA5; F442A p/CIP-EGFP cells, EGFP fluorescence, 16 h; decrease of EGFP signal, % at 10 µM; 290,000 compounds, 0.01% hits;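 active means EGFP signal decrease of at least 30% at 10 µM or well 3 SD below plate mean, unless failing retest; inactive means the rest, including hits failing retest or dose response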; further: some compounds called inactive have numbers as strong as hits; many of its hits are not listed in these tables
# IMP-1 inh = inhibitors of Pseudomonas aeruginosa IMP-1 metallo-beta-lactamase; purified IMP-1, nitrocefin hydrolysis, epi-absorbance fluorescence; inhibition, % at 5.6 µM; 290,000 compounds, 0.45% hits; AID 1556;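 active means inhibition above the mean plus 3 SD of all compounds in the same screening run, cut at about 4.5% in these data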;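 further: 0% = IMP-1 with DMSO and 100% = DMSO wells lacking enzyme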
#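 System: purified IMP-1 / Input: IMP-1 dispensed at 0.2 nM / Medium: 50 mM HEPES pH 7.1, 50 µM ZnSO4, 0.05% Brij 35 / Timing: 15 min enzyme–compound preincubation, then 25 min nitrocefin reaction, 25 °C / Technique: plate fluorescence quenching by hydrolysis product, ex 480/em 530 nm / Repeats: singlicate testing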
# NS3 helicase inh = inhibitors of Hepatitis C virus NS3 helicase; inhibition, % at 10.9 µM; NS3 helicase DNA unwinding, Cy5 molecular beacon fluorescence; 290,000 compounds, 0.56% hits; AID 1800;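 active means inhibition above the mean of all tested compounds plus 3 SD, set per campaign, cut at about 35% in these data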;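 further: 0% = DMSO wells and 100% = thioflavine S control wells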
#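 System: Hepatitis C virus NS3 helicase domain fragment enzyme | Reagent: Annealed dual-labelled DNA beacon duplex, ATP-started | Compound dosing: 10.9 µM single point, 0.8% DMSO | Incubation: 1 h reaction at 25 °C, ATP-initiated | Technique: Cy5 fluorescence | Evaluation: Percent inhibition from t60/t0 fluorescence ratio | Benchmarks: Low DMSO, high thioflavine S at 110 µM | Replication: Singlicate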
# M18AAP inhibitor = PfM18AAP enzyme inhibition; 290,000 compounds, 1.2% hits; AID 1822; inhibition, % at 7.35 µM; recombinant PfM18AAP, H-Glu-NHMec fluorogenic cleavage;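 active means inhibition above the campaign mean inhibition over all tested compounds plus 3 SD, cut at about 28% in these data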;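 further: 0% = plate median of test compound wells and 100% = 2 mM ZnCl2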
# DNA FID counter = displaces DNA intercalator in HCV helicase counter-screen; AID 1845; DNA fluorescent intercalator displacement, fluorescence; inhibition, % at 7.9 µM; 290,000 compounds, 0.17% hits; in the data active means inhibition above about 37%;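 further: 0% = vehicle and 100% = reference compound; higher means more ethidium bromide displaced from hairpin DNA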
# UBC9 SUMO inh = blocks human SUMOylation mediated by UBC9; inhibition, % at 35 µM; P63279; HTRF SUMOylation assay, SAE1/SAE2 + UBC9, in vitro; AID 2006; 290,000 compounds, 0.36% hits; in the data active means inhibition above about 50%, passing the limit was not always enough; further: strong numbers were not always called active
# Target sequence (P63279 whole entry, looked up): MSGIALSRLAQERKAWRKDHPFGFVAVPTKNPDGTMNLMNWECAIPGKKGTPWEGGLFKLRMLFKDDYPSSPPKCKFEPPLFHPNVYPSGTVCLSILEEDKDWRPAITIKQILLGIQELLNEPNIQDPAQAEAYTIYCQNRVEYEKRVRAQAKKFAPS
# IDE cell activ = IDE (human) activation, cell-based; P14735; HEK cells, FAbeta-B cleavage, fluorescence polarization; 0% vehicle, 100% cell-free pure enzyme wells; activation, % at 5.96 µM; 340,000 compounds, 0.073% hits; AID 493087;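 active means activation above the mean of all tested compounds plus 3 SD, set per screening campaign, cut at about 17% in these data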
# Active calls of the source: *; · = no result given.
SMILES,IDE inh,VIM-2 inhibitor,pCIP destab,IMP-1 inh,NS3 helicase inh,M18AAP inhibitor,DNA FID counter,UBC9 SUMO inh,IDE cell activ
COc1ccc(NC(=O)c2nc[nH]c2C(=O)N[C@@H](C)c2ccccc2)cc1,0,·,2,·,·,·,·,-6,2
COc1ccc(CN2CCSc3sccc3C2=O)cc1,3,0.0,-1,-2.4,-8,-1,-13,3,2
O=C(NCc1ccc(Cl)cc1)C1=Cc2cc(Cl)ccc2OC1,4,-0.7,-3,-0.5,-6,-13,0,-14,0
COc1ccc(C)cc1NC(=O)NCc1ccccc1F,2,-2.4,-15,-2.2,12,-18,-7,-1,1
CC(=O)Nc1ccc(C(=O)CSc2nc3ccccc3n2CC(=O)N2CCCC2)cc1,4,-2.0,-7,-1.8,0,1,-10,24,5
COc1cc2c(cc1OC)CN(C(=O)C1CCCN1S(=O)(=O)c1ccc(F)cc1)CC2 (stereo not given),0,-1.0,-10,-0.6,-13,0,-24,11,2
CC(C)(C)CN1C(=O)C(=O)NC[C@@H]1Cc1ccc(O)cc1,-4,·,-5,·,·,·,·,16,-1
O=C(CNC(=O)c1cccs1)N/N=C/c1ccco1,1,-0.9,7,-0.8,-12,2,2,-8,-5
CCOC(=O)N1CCN(C(=O)Cn2ncc3ccccc32)CC1,-3,3.1,-3,-2.7,-2,-4,1,7,1
O=C(NNS(=O)(=O)c1ccc([N+](=O)[O-])cc1)c1ccncc1,-6,-3.1,-2,-1.0,3,9,-3,14,0
O=C(N/N=C/c1ccncc1)c1nc(-c2ccccc2)n2c1CCCCC2,3,-4.3,1,0.3,-4,7,-27,2,-1
O=C(O)c1cc([N+](=O)[O-])c(NCc2cccnc2)c([N+](=O)[O-])c1,3,0.2,-13,-2.6,-2,-1,4,13,6
CCOC(=O)N1CCN(c2ccc(C(=O)c3cccc(F)c3)cc2)CC1,-1,-4.2,-1,-6.3,11,-8,-30,-6,-2
O=C(O)CSc1nnc(-c2ccc(Cl)cc2Cl)n1-c1ccc(Br)cc1,-21,0.4,-4,-6.8,22,-3,-32,-5,-1
O=C(COC(=O)c1ccc(O)cc1)NCCC1=CCCCC1,4,2.0,-15,-2.1,-1,-10,-9,-4,2
CCCCCCn1cnc2c(c1=O)c1nc3ccccc3nc1n2Cc1cccs1,3,1.3,-5,-4.6,8,-13,-4,14,1
CCC(=O)c1ccccc1OCC(=O)Nc1c(C)cccc1C,2,-3.1,11,-2.4,-13,-6,-25,7,6
O=c1c(/C=C(\O)c2ccccc2)nc2ccccc2n1-c1ccccc1,3,-1.0,-42,-2.2,10,16,3,14,-2
NS(=O)(=O)c1ccc(CCNC(=O)CSc2nc3ccccc3c(=O)n2CCC(=O)N2CCCCC2)cc1,-8,-1.7,-9,-2.4,-2,4,-21,22,2
O=C(CCN1CCOCC1)Nc1ccc2c(c1)CCC2,-3,-0.8,-1,0.2,-7,2,1,-11,1
COc1cccc(-c2nn(-c3ccccc3)cc2CN(C)C(C)c2ccon2)c1 (stereo not given),-2,-2.2,-10,-2.9,-2,-6,-7,3,0
NNC(=O)CCc1nc2ccccc2[nH]1,4,-5.8,-7,-3.2,3,2,-8,-7,·
COc1ccc(N2C(=O)C(Cl)=C(N3CCCC3)C2=O)cc1,12,-2.7,-10,-1.6,11,1,-7,-4,2
Cn1ncc(Br)c1C(=O)N1CCOCC1,-6,-1.7,-1,-4.7,-1,0,-2,10,4
CCC1(Cc2ccccc2)NC(=O)c2ccccc2O1 (stereo not given),3,-3.0,-3,-3.5,0,2,-11,3,·

# Fetched by structure from the list above, 2 records:
SMILES,IDE inh,VIM-2 inhibitor,pCIP destab,IMP-1 inh,NS3 helicase inh,M18AAP inhibitor,DNA FID counter,UBC9 SUMO inh,IDE cell activ
O=C(CNC(=O)c1cccs1)N/N=C/c1ccco1,1,-0.9,7,-0.8,-12,2,2,-8,-5
CCOC(=O)N1CCN(c2ccc(C(=O)c3cccc(F)c3)cc2)CC1,-1,-4.2,-1,-6.3,11,-8,-30,-6,-2

# Continued.
SMILES,IDE inh,VIM-2 inhibitor,pCIP destab,IMP-1 inh,NS3 helicase inh,M18AAP inhibitor,DNA FID counter,UBC9 SUMO inh,IDE cell activ
COc1cc(S(=O)(=O)N(C)C2CCCCC2)c(C)cc1C,·,-2.2,-16,-3.6,0,3,-18,-7,6
Cc1ccccc1NC(=O)c1cnc2ccccn2c1=O,-1,-4.8,-5,-2.2,1,2,-2,0,7
Cc1ccc(N(C(=O)CNC(=O)c2ccco2)C(C(=O)NC2CCCC2)c2ccncc2)cc1F (stereo not given),10,-2.1,7,-6.1,19,-6,-41,5,2
O=C1CC(c2cccnc2)c2cc3c(cc2N1)OCO3 (stereo not given),2,-0.7,-6,-2.5,3,6,3,9,-1
COc1ccc2nc3cccc(OC)c3nc2c1,1,7.7*,2,0.2,2,2,5,61,3
Cc1ccc(S(=O)(=O)Nc2c(C)n(C)n(-c3ccccc3)c2=O)cc1C(=O)NCc1ccccn1,0,-0.7,6,-1.4,1,-1,-19,-6,1
CCCc1nc(SCC(=O)Nc2cc(Cl)ccc2OC)c2c(=O)n(C)c(=O)n(C)c2n1,·,-4.3,1,-2.4,8,0,0,-16,·
CCOCC(=O)Nc1cccc(C(=O)OCC)c1,-5,-3.8,3,-3.9,4,7,1,8,6
COCC(C)NC(=O)c1ccc(-n2nc(C(F)(F)F)cc2-c2cccs2)cc1 (stereo not given),2,-2.8,-14,-3.3,-6,-9,-26,18,0
COc1ccccc1C(=O)Nc1ccccn1,2,-1.1,0,-4.2,-2,-11,0,-2,-1
O=[N+]([O-])c1cccc(-c2nc(NCc3ccccc3)c3ccccc3n2)c1,4,-2.3,2,-0.7,-7,-1,1,-23,0
COc1ccc(NC(=S)Nc2ccc(OC)cc2OC)c(OC)c1,3,0.4,3,-1.5,9,1,0,14,-1
O=C(O)c1ccc(/C=N/Nc2nc(N3CCCCC3)nc(N3CCCCC3)n2)cc1,-1,-2.9,-14,-3.2,3,-6,-28,14,5
CSc1ncccc1C(=O)OCc1ccccc1Cl,0,-1.2,0,-3.1,-24,-9,0,13,8
CN1CCN(/N=C/c2ccc(-c3ccc([N+](=O)[O-])cc3)o2)CC1,4,1.8,-41,-3.4,-2,1,23,10,3
CCn1cc(CN2CCCC(CO)(Cc3ccc(F)cc3)C2)c2ccccc21 (stereo not given),-4,-1.1,-14,-1.4,-61,-1,9,15,4
CCCCn1c(=O)[nH]c(=O)c2c1nc(-c1ccc(-c3ccccc3Br)o1)n2CCOC,-2,-1.2,-8,-2.2,17,-3,-14,42,2
COc1ccc2nc(SCC(=O)Nc3ccc4sc(C)nc4c3)c(C#N)cc2c1,-4,-1.2,-23,-2.2,5,4,0,-6,-4
Cc1onc(-c2ccccc2)c1C(=O)N/N=C/c1ccc([N+](=O)[O-])s1,-1,-2.3,-12,-2.9,7,0,1,4,1
Cc1cc(C)cc(N(CC(=O)Nc2ccccc2)C2=NC3CS(=O)(=O)CC3S2)c1 (stereo not given),1,0.2,-5,-2.1,-4,6,8,-6,6
CCOC1OC(=O)C(Cl)=C1Nc1ccccc1C (stereo not given),3,-3.4,4,-2.3,2,-1,-7,0,3
N#CCn1cc(/C=N/NC(=O)c2cc3c(ccc4ccccc43)o2)c2ccccc21,6,0.7,-4,-2.0,-8,6,-5,1,2
Cc1[nH]cnc1CSCc1ccc(F)cc1,4,-0.2,6,-2.7,-4,-14,0,-8,5
O=C(CSc1nnc(NC2CCCCC2)s1)NCc1ccco1,0,5.8,-5,-2.4,4,-9,-5,13,0
CCOC(=O)Cc1nc(-c2ccc(Cl)cc2)n[nH]1,0,-3.6,9,-3.6,6,0,-4,14,-5

# Continued:
SMILES,IDE inh,VIM-2 inhibitor,pCIP destab,IMP-1 inh,NS3 helicase inh,M18AAP inhibitor,DNA FID counter,UBC9 SUMO inh,IDE cell activ
CCCN1C2=NS(=O)(=O)CCN2c2ccccc21,2,-2.0,-17,-0.6,-11,7,0,10,1
CCN=C1NN=C(c2ccc(C)cc2)CS1,-1,-7.8,-3,-3.5,-10,14,-6,-12,1
CC1(C)Cc2nc3sc4c(NCCO)ncnc4c3cc2CS1,-3,1.1,-11,2.8,-5,-14,-9,25,6
COc1ccc(C2=NOC(C(=O)Nc3ccc4c(c3)OCCO4)C2)c(OC)c1 (stereo not given),6,-1.6,-14,-2.6,5,3,-22,-5,0
O=C1/C(=C\c2ccco2)SC(=S)N1c1ccccc1,1,-1.4,-11,1.5,37*,10,-6,26,0
CCN(CC)S(=O)(=O)c1ccc(N2CCCC2)c(NC(=O)c2ccc(OC)cc2OC)c1,2,-1.0,-43,-1.1,-7,-1,-17,-2,4
CN(C)S(=O)(=O)Nc1cc(Cl)cc(Cl)c1,-7,-1.2,-2,-1.9,8,-2,-2,11,4
O=C(NC1CCN(C(=O)NC2CCCCC2)CC1)c1cccc(F)c1,-6,0.0,-10,-2.2,-6,-10,-9,12,-1
CC(C)c1nc2ccccn2c1NC1CCCCC1,2,0.1,-18,-3.5,-2,-4,2,23,-1
O=C(CN1C(=O)c2ccccc2C1=O)NCCc1c[nH]c2ccc(Cl)cc12,-1,-1.4,0,-2.8,-23,0,3,-1,-5
CC1(C)Cc2c(sc(NC(=O)COc3ccc(Cl)cc3Cl)c2C(N)=O)C(C)(C)N1,0,1.2,13,0.5,-44,-1,36,3,6
Nc1cc2nsnc2cc1Br,2,-0.5,-10,-3.0,9,9,2,100*,1
O=C(Oc1cccnc1)c1cc2ccccc2oc1=O,0,-2.3,3,-3.9,0,12,1,-4,5
Cn1c(SCC2CCCCC2)nnc1-c1ccncc1,7,-0.2,10,-2.5,-1,-1,-17,-6,6
CCNc1c(NC(=O)COc2ccc(Cl)cc2)c(=O)oc2ccccc12,-6,-0.3,2,-1.5,-2,0,-27,13,3
CCOc1ccc(-n2c(SCc3ccc([N+](=O)[O-])cc3)nnc2-c2ccc(OC)cc2)cc1,-2,-2.2,6,-2.5,-8,4,-16,-24,2
O=C(CSc1nc(O)cc(=O)n1-c1ccccc1)NCc1ccccc1,3,-1.5,3,-3.0,9,4,-20,3,8
O=C(C1=NN[C@@H]2C(=O)N(Cc3ccccc3)C(=O)[C@H]12)c1ccc([N+](=O)[O-])cc1,-1,-2.9,-18,-2.7,6,42*,9,-12,8
Cc1ccc(N2C(=O)c3ccccc3C2=O)nc1,1,-5.4,8,-3.0,13,1,-4,9,3
Cn1c(=O)c2c(ncn2CC(=O)Nc2nc(-c3ccccc3Cl)cs2)n(C)c1=O,2,0.2,-15,-1.2,-5,-7,-1,-5,-2
CC(C)c1ccccc1OCC(O)CN1CCN(S(=O)(=O)c2ccc([N+](=O)[O-])cc2)CC1 (stereo not given),-3,-1.5,-9,-4.4,-18,4,-6,-14,8
CS(=O)(=O)N1CCN(c2ccccc2NC(=O)Cc2ccc(Cl)cc2)CC1,2,-2.1,-15,-2.5,-6,4,-24,9,7
CSc1nc(O)c(Nc2cccc(Cl)c2)c(=O)[nH]1,-1,-1.3,0,-1.9,-2,31*,0,14,1
COc1ccc(CSc2nnnn2Cc2ccccc2)cc1OC,5,-1.5,-4,-3.0,-6,3,-14,3,3
